aDG glyco act: alpha-DG glycosylation activation; Pro5-aDG cells, alpha-DG glycosylation AlphaScreen (IIH6); 0% Pro5, 100% B10-LARGE cell signal; activation, % at 10 µM; actives 0.22% (n = 360,000);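 active = activation of at least 8% versus controls, or a plate z-score of at least 8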;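 also: Pro5 are CHO cells carrying HIG-tagged alpha-DG that lacks glycosylation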
H9c2 protect: myocardial damage modulation in H9c2 cells; H9c2 cardiomyocytes, H2O2 injury protection, ATPLite, 2 h; protection from H2O2 cell death, % at 20 µM; actives 0.63% (n = 360,000); AID 588492;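 active = compounds giving at least 50% protection of heart cells from peroxide-induced death in the single-dose screen, raw or plate-pattern-corrected value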;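 also: 0% = DMSO wells with peroxide and 100% = DMSO wells without peroxide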
CaV13 ICDI inh: Primary screen for inhibitors of IQ motif and Ca2+-dependent inactivation inhibitor domain binding in CACNA1D, Förster resonance energy transfer in living cells, …; HEK cells, CFP/YFP FRET ICDI-IQ, plate reader, 10 min; percent FRET-ratio fall versus neutral wells; inhibition, % at 12.3 µM; actives 0.098% (n = 340,000);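 active = mean replicate inhibition of at least 30% and at least 1% of replicates passing that level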;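 also: 0% = median of the neutral control wells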
iPSC survival up: hiPSC single-cell survival enhancement. actives 0.044% (n = 360,000). survival enhancement, % at 20 µM. ATPlite luminescence; 100% = ROCK inhibitor wells, 0% = DMSO; in the data active = survival enhancement above about 18%;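 also: cells exposed to compounds for 16 hours before the ATP read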
Exocytosis inh: blocks lytic granule exocytosis; AID 651702; TALL-104 LAMP-1 surface exposure, flow cytometry; cells stimulated with thapsigargin and PMA; actives 0.66% (n = 360,000); inhibition, % at 10 µM;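 active = inhibition above about 55%, limit read from the data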
ABCB6 inh MLPCN: inhibitors of human ABC transporter ABCB6; actives 0.19% (n = 360,000); fluorescence ratio to DMSO, % at 10 µM; K562-ABCB6 porphyrin accumulation, flow cytometry, 1 h; stronger effect = lower value; AID 602162;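 active = fluorescence ratio to DMSO below 75%, the collection mean minus 3 SD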;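 also: signal is porphyrin accumulated inside mitochondria; 100% equals median channel fluorescence of DMSO control wells; lower ratio means ABCB6 inhibition with less porphyrin fluorescence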
Target sequence (Q9NP58 whole entry, looked up): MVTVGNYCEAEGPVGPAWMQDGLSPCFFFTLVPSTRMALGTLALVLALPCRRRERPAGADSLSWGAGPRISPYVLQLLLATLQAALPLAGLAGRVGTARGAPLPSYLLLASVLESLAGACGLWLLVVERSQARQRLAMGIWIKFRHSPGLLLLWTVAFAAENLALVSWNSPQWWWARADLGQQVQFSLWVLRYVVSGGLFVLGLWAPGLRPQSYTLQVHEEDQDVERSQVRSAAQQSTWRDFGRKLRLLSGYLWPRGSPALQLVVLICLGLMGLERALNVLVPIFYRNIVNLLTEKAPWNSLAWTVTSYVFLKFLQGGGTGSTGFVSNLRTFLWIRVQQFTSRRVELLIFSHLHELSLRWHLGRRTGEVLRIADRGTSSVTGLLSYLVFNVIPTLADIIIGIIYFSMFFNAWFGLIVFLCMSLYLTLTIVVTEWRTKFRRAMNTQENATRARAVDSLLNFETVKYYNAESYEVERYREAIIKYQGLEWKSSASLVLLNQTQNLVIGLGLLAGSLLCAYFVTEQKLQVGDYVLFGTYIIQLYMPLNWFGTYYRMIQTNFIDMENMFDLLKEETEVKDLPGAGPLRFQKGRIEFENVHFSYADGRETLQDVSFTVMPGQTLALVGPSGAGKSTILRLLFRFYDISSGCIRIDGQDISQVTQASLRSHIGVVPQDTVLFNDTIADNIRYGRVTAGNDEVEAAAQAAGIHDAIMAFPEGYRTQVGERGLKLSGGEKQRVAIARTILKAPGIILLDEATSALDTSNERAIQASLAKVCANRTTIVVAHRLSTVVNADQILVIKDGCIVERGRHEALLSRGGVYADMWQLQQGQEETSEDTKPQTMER
m5-HT2A agonist: mouse HTR2A agonism via beta-arrestin recruitment; P35363; CHO-K1 mHTR2A beta-arrestin complementation, luminescence; percent of 30 µM serotonin response; activation, % at 7.6 µM; actives 0.66% (n = 360,000); AID 624169;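 active = activation above a run cutoff, the mean activation of all tested compounds plus 3 SD, cut at about 14% in these data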;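 also: 0% = plate median of compound wells and 100% = 30 µM serotonin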
Glyco luc inh: blocks N-linked glycosylation in D54 reporter cells | D54 ERlucT glycosylation luciferase reporter, 24 h; percent of 100 nM tunicamycin response | actives 0.23% (n = 360,000) | AID 588692 | reporter increase, % at 12.5 µM;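 active = mean luciferase reporter signal, scaled so untreated is 0 and the glycosylation-blocking control 100, at or above a set limit in every replicate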;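 also: luciferase carries N-glycosylation sites so blocking glycosylation raises the light; 0% = median of neutral control wells and 100% = median of 100 nM tunicamycin wells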
PDI inh: inhibitors of human protein disulfide isomerase. actives 0.052% (n = 350,000). inhibition, % at 10 µM. PDI insulin aggregation turbidity, A650, 90 min;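 active = mean inhibition across replicates of 30% or more, whatever share of single replicates reach that level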;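 also: absorbance from insulin aggregation driven by PDI reduction with DTT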
Vif imaging: blocks HIV Vif function; HEK293T cells, Vif self-association by quenched fluorescence, imaging, 24 h; actives 0.35% (n = 340,000); inhibition, % at 7.49 µM; in the data active = inhibition above about 50%, passing the limit was not always enough; also: some results filed as inactive read as strong as hits
* marks the source's active call; other numbers are inactive results; · = no result given.

entry | SMILES | aDG glyco act | H9c2 protect | CaV13 ICDI inh | iPSC survival up | Exocytosis inh | ABCB6 inh MLPCN | m5-HT2A agonist | Glyco luc inh | PDI inh | Vif imaging
1 | O=S(=O)(c1ccc2c(c1)CCCN2)N1CCCC2CCCCC21 (centres undefined) | 0.0 | -8 | -3 | 0.7 | 4 | 98 | -3 | -4 | -1 | ·
2 | Cc1cccc(C)c1NC(=O)CSCCO | 0.0 | 0 | -10 | 5.0 | -4 | 90 | -1 | 1 | 8 | -1
3 | Cc1cc(C(=O)N/N=C/c2ccc([N+](=O)[O-])o2)c(C)o1 | 2.2 | -5 | -1 | -0.5 | -2 | 98 | 2 | 14 | -2 | -18
4 | CC(C)(C)c1csc(NC(=O)Cn2c(=O)oc3ccccc32)n1 | 0.0 | -13 | · | 0.2 | 0 | 93 | -3 | 0 | 8 | 11
5 | O=Cc1ccc(-n2cccn2)cc1 | 0.1 | 6 | 4 | -0.5 | 6 | 94 | -1 | 0 | 0 | 16
6 | CC1CC(C)C(=NNC(N)=O)C(C(O)CC2CCC(=O)NC2=O)C1 (centres undefined) | 0.2 | 4 | -4 | 4.2 | 5 | 99 | 0 | -13 | 3 | -10
7 | Cc1nn(-c2ccccc2)c(C)c1/C=N/NC(=O)CSc1nnc(SCc2ccccc2Cl)s1 | 0.3 | -5 | -19 | 2.7 | -2 | 98 | 1 | -4 | -5 | -6
8 | COc1ccc(N2C(=O)C3ON(C4SC(=S)N(C)C4(C)C)C(c4ccc([N+](=O)[O-])cc4)C3C2=O)cc1 (centres undefined) | -0.3 | 6 | -3 | 6.2 | 1 | 97 | 1 | 1 | 3 | -1
9 | COc1ccc(NC(=O)c2cc3c(CO)cnc(C)c3oc2=Nc2cccc(C)c2)c(OC)c1 | -0.2 | -18 | -5 | -0.3 | 20 | 98 | 1 | -4 | -2 | 2
10 | O=C(C1CCCCC1)N1CCN=C1SCc1cccnc1 | -0.3 | -2 | 0 | -0.5 | 11 | 107 | 0 | -2 | -1 | 3
11 | O=S(=O)(c1cccc(F)c1)N1CCN(Cc2cc3c(cc2Br)OCCO3)CC1 | -0.1 | -8 | -3 | -0.5 | 6 | 102 | 2 | -5 | 3 | -4
12 | Cc1ccc(C(=O)N2CCN(C(=O)N3CCOCC3)CC2)cc1 | 0.2 | 6 | · | 1.3 | -4 | 93 | 0 | 2 | -7 | 1
13 | CC1C(=O)N(Cc2cn(CCC3OCCO3)nn2)CCS(=O)(=O)N1Cc1ccc(-c2cccc(N(C)C)c2)cc1 (centres undefined) | 0.2 | -6 | -11 | 3.2 | -4 | 103 | 2 | -1 | 2 | 5
14 | O=C(CC1CCCCC1)OCn1nnc2ccccc2c1=O | -0.3 | 5 | -3 | -2.3 | -4 | 102 | 4 | 0 | 2 | 7
15 | O=C(O)c1cc(S(=O)(=O)N2CCCCC2)ccc1Cl | 0.0 | 1 | 0 | -0.1 | -6 | 103 | 4 | 1 | -2 | -4
16 | COc1ccccc1NS(=O)(=O)c1cc(NC(=O)C2CCC2)ccc1N1CCCCC1 | 0.1 | -5 | 1 | 0.7 | 0 | 102 | -1 | -6 | 1 | 12
17 | Cc1cc(C(=O)N2CCCC(Nc3ccccc3)C2)c2ccc(F)cc2n1 (centres undefined) | 0.0 | 2 | -7 | -0.4 | -1 | 103 | -8 | -1 | 7 | -5
18 | CN1c2ccccc2C(=O)/C(=C\Nc2ncccn2)S1(=O)=O | 0.1 | 11 | -13 | 1.2 | 5 | 98 | -2 | 1 | 5 | 5
19 | Nc1ccc(C(=O)OCC(=O)NC2CCCc3ccccc32)cc1[N+](=O)[O-] (centres undefined) | -0.2 | 6 | -3 | -1.2 | 2 | 80 | -2 | 0 | 3 | 10
20 | CC(=O)O[C@H]1CSC[C@H]1NC(=O)c1ccccc1 | 0.2 | 8 | · | 3.7 | 3 | 105 | -2 | 2 | 6 | -3
21 | CCOc1ccc(N2C(=O)c3cccnc3C2Nc2ccc(C)cc2)cc1 (centres undefined) | -0.2 | 14 | -9 | 3.9 | -1 | 102 | 2 | 1 | 3 | -6
22 | Cc1ccc(-n2nc(C)c(/C=N/NC(=O)c3cccs3)c2Cl)cc1 | 0.5 | 0 | -5 | 0.3 | 4 | 98 | 7 | 16 | -3 | 0
23 | O=C(CCCN1C(=O)S/C(=C/c2ccccc2)C1=S)Nc1ccc(C(=O)O)cc1 | -0.1 | 4 | -2 | -0.6 | 4 | 95 | 7 | 1 | 4 | 2
24 | CC(NC(=S)NCCc1ccccc1)C(c1cccs1)N1CCN(C)CC1 (centres undefined) | 1.0 | 13 | -7 | -1.3 | -2 | 92 | -1 | -5 | · | 0
25 | COc1cc(CNc2cccc3[nH]c(C(F)(F)F)nc23)cc(OC)c1 | -0.2 | -8 | -19 | 0.3 | 1 | 96 | 0 | 1 | -8 | -14

Random excerpt: 2 records from the list
entry | SMILES | aDG glyco act | H9c2 protect | CaV13 ICDI inh | iPSC survival up | Exocytosis inh | ABCB6 inh MLPCN | m5-HT2A agonist | Glyco luc inh | PDI inh | Vif imaging
22 | Cc1ccc(-n2nc(C)c(/C=N/NC(=O)c3cccs3)c2Cl)cc1 | 0.5 | 0 | -5 | 0.3 | 4 | 98 | 7 | 16 | -3 | 0
21 | CCOc1ccc(N2C(=O)c3cccnc3C2Nc2ccc(C)cc2)cc1 (centres undefined) | -0.2 | 14 | -9 | 3.9 | -1 | 102 | 2 | 1 | 3 | -6

Carrying on:
entry | SMILES | aDG glyco act | H9c2 protect | CaV13 ICDI inh | iPSC survival up | Exocytosis inh | ABCB6 inh MLPCN | m5-HT2A agonist | Glyco luc inh | PDI inh | Vif imaging
26 | Cc1ccc(CNC(=O)CN(C)S(=O)(=O)c2ccc(F)cc2)cc1 | 0.0 | 1 | -5 | -0.6 | -3 | 105 | 0 | 5 | 1 | -13
27 | CCc1nnc(NC(=O)C2CCC(CNc3c(N4CCCCC4)c(=O)c3=O)CC2)s1 (centres undefined) | 0.1 | 1 | -5 | -0.5 | 3 | 98 | 1 | 0 | -2 | -4
28 | CC1(C(=O)NC2CCCC2)CCC(=O)N1CCOc1ccccc1 (centres undefined) | -0.1 | 3 | -10 | 2.8 | -12 | 100 | 4 | 2 | · | ·
29 | CCCSc1ccc2nc(-c3ccccc3)cn2c1 | 0.7 | -23 | -5 | -2.7 | -9 | 99 | 0 | -23 | -10 | -1
30 | CCC(=O)c1ccc(OCC(=O)OCC(=O)NCc2cccs2)cc1 | -0.3 | 2 | -5 | 0.4 | -5 | 100 | 6 | 1 | -5 | 5
31 | COc1ccc(-c2ccc3c(c2)[C@@H]2C[C@H]4[C@@H](C(=O)N2CC3)[C@H](C)ON4C)cc1 | 0.2 | 2 | -3 | -1.7 | 2 | 96 | 3 | 1 | -11 | ·
32 | Cc1ccccc1-n1nnnc1Sc1nnnn1-c1ccccc1 | -0.3 | 5 | -7 | -5.6 | -5 | 95 | -6 | -16 | 4 | -9
33 | COc1cc(S(=O)(=O)Nc2cccc3cn[nH]c23)c(OC)cc1C | -0.2 | 1 | · | 0.3 | -7 | 104 | 7 | 2 | 1 | -12
34 | CCC1=C2CC[C@H]3C(=O)N(C)C(=O)[C@H]3[C@H]2[C@@]2(Cc3ccccc3)C(=NCCOC)OC(=O)N2C1=O | 0.1 | 6 | -9 | -0.2 | -7 | 97 | 1 | 0 | 3 | ·
35 | O=C(Nc1cccc([N+](=O)[O-])c1)c1cc(S(=O)(=O)N2CCOCC2)cs1 | 0.0 | 0 | -6 | -0.4 | 0 | 92 | -5 | -2 | 2 | 7
36 | C=CCOC(=O)Cn1cnc2c(sc3nc(C)cc(C)c32)c1=O | -0.1 | -1 | -4 | 0.2 | 3 | 103 | 2 | 1 | 3 | -5
37 | O=C(NCc1ccccc1F)C1CCCN1C(=O)Nc1ccc(F)cc1 (centres undefined) | -0.1 | -3 | -1 | 0.6 | -1 | 97 | 0 | 1 | 14 | -8
38 | COC(=O)[C@@H]1C[C@H]1[C@@H](NC(=O)c1cc(C)on1)c1ccccc1 | -0.3 | -3 | -13 | -1.8 | -6 | 98 | 6 | -1 | 6 | ·
39 | CCOc1ccc(S(=O)(=O)NCCC(=O)NC2=NCCS2)cc1 | 0.1 | -13 | -1 | 1.1 | 0 | 94 | 0 | 0 | -19 | 1
40 | COc1cc(CNCCCN2CCOCC2)c(Br)cc1OC(C)C | -0.1 | 10 | -7 | -0.7 | 27 | 100 | -2 | 0 | 6 | 4
41 | COc1ccc(S(=O)(=O)N2CCCC(N(C)CCc3ccccc3)C2)cc1OC (centres undefined) | -0.1 | -8 | -1 | -0.4 | 6 | 101 | -3 | 1 | 3 | 2
42 | O=C(COC(=O)Cc1ccccc1[N+](=O)[O-])NNC(=O)c1ccc([N+](=O)[O-])cc1 | 0.0 | 0 | -3 | -0.2 | -1 | 103 | 3 | -1 | -4 | -2
43 | Cc1ccc(OCC(=O)Nc2ccc(C(=O)O)cc2NC(=O)COc2ccc(C)c(C)c2)cc1C | -0.1 | -2 | · | -0.4 | -2 | 109 | 3 | 2 | -14 | -5
44 | O=C(NCCc1cccc(F)c1)C1CCN(S(=O)(=O)c2ccc(F)cc2)CC1 | -0.1 | 3 | -21 | 0.1 | 2 | 96 | 6 | -2 | -1 | 13
45 | O=C(NCc1cccnc1)C1CCC(CNS(=O)(=O)c2cccc3nsnc23)CC1 (centres undefined) | 0.0 | 1 | -6 | -0.2 | -6 | 99 | -1 | 1 | -3 | 1
46 | CCOc1cc(CNCc2ccc(C(=O)O)cc2)ccc1OC | 0.1 | -3 | -4 | -0.2 | -4 | 100 | 0 | 2 | 1 | -6
47 | CC(C)(C)c1cc(-c2ccccc2)n[nH]1 | 0.0 | -2 | -3 | 0.1 | -9 | 102 | 2 | 1 | -6 | -3
48 | CC1(C)Cc2c(c(=S)nc(-c3ccccc3)n2CCCN2CCOCC2)CO1 | 0.4 | -5 | · | -3.2 | 2 | 113 | 7 | 3 | 2 | 5
49 | COCCN(C(=O)COC(=O)c1sccc1C)c1c(N)n(Cc2ccccc2)c(=O)[nH]c1=O | -0.2 | -2 | -3 | 0.1 | -2 | 102 | 2 | 2 | -3 | 15
50 | CCCC(=O)Nc1sc2c(c1C#N)CCCCC2 | -0.2 | -6 | · | -2.5 | -4 | 93 | 4 | 2 | -6 | 1
51 | COc1ccc(S(=O)(=O)N2CCN(C/C=C/c3ccccc3)CC2)cc1NC(C)=O | -0.2 | 2 | -2 | 0.1 | 13 | 99 | -2 | -1 | 1 | ·
52 | O=C(OCc1c(F)cccc1Cl)c1cc([N+](=O)[O-])ccc1N1CCOCC1 | -0.1 | -7 | -6 | -0.4 | 53 | 100 | -19 | -6 | -2 | 8
53 | COC(=O)COc1ccccc1C(N)=O | 0.1 | 36 | -4 | -0.5 | 2 | 101 | 0 | 1 | -5 | -3
54 | CCOC(=O)C1CCN(C(=O)COC(=O)CCOc2ccc(C)cc2)CC1 | -0.1 | -1 | -5 | -4.3 | -3 | 150 | -5 | 0 | -5 | 5
55 | Cc1nn(CCCC(=O)Nc2ccccn2)c(C)c1[N+](=O)[O-] | -0.2 | 1 | -2 | 1.8 | -2 | 99 | 6 | 2 | -1 | -14
56 | O=C(CCSc1ccc(Cl)cc1)N1CCN(S(=O)(=O)c2ccccc2)CC1 | 0.3 | -5 | -2 | -3.7 | -9 | 96 | 0 | -3 | -1 | -4
57 | CC(C)(C)NC(=O)Cn1c(=O)c(=O)n(Cc2ccccc2)c2ccc(Cl)cc21 | 0.2 | 6 | -6 | 0.4 | -5 | 98 | -2 | -3 | -1 | -2
